# Assay outcomes deposited in PubChem by National Center for Advancing Translational Sciences (NCATS).
# GRP78 ERSR act: induces the endoplasmic reticulum stress response in human glioma cells; 420,000 tested, 0.02% active; Potency, µM, for the others: top-dose activation, most hits filed as activators; U87-MG GRP78 promoter luciferase reporter, 16 h; note: potency is the fitted concentration of half-maximal effect; series mostly up to about 76 µM; % of control where 0% means no effect; nearly all actives have a fitted effect of over 35% in size
#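 ERSR induction read as luciferase luminescence (Bright-Glo, 10 min at room temperature) in stably transfected human U87-MG glioma cells exposed to compounds for 16 h, using GRP78 as sensor.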
# LDHA inh: blocks human lactate dehydrogenase A. purified LDHA, NADH/diaphorase-resazurin fluorescence; hits give low values. activity change, % (values are at about 110 or 230 µM). 480,000 tested, 0.15% active. P00338; in the data active = activity change below about -30%; inconclusive = mostly about -25% to -30%;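 note: plate controls were DMSO wells for no effect and wells without enzyme for full effect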
#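 Human LDH5 at 2 nM final in Tris HCl pH 7.4 with 0.06 mM NADH and 0.2 mM pyruvate, reacted 5 minutes at room temperature. Remaining NADH coupled via diaphorase/resazurin; resorufin fluorescence read at 0 and 20 minutes, normalized to enzyme-free and DMSO wells.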
# D1 antagonist: antagonists of human D1 dopamine receptor; activity change, negative = inhibition, % at 10 µM; HEK293 TREx D1 cells, calcium flux, dopamine EC80; hits give low values; 360,000 tested, 3.2% active; P21728; AID 504652; in the data active = activity change below about -30%; note: % is set by controls: 0 for no effect and ±100 for the full control effect
#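 After overnight tetracycline induction at 30 C, force-coupled D1 HEK293 cells took up a no-wash calcium dye at room temperature. Compounds were added and monitored 180 s, and the response to EC80 dopamine was then recorded.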
# D1 agonist: activates the human D1 dopamine receptor; activation, % at 2 µM; 360,000 tested, 1% active; P21728; HEK293 T-REx D1 cells, calcium flux, agonist mode; AID 504660; in the data active = activation above about 30%; note: 0% is about no effect
#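 Agonism was scored from calcium flux recorded over 180 s (1 read/s) after pintool compound addition, following a 10-cycle baseline. Cells were inducible force-coupled HEK293 TREx D1, plated overnight at 30 C and loaded with no-wash calcium dye.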
# Vif-APOBEC3F blk: blocks the Vif interaction with APOBEC3F; HeLa A3F-eYFP + Vif (tagged APOBEC3F with the HIV-1 protein that degrades it), YFP fluorescence increase; Potency, µM (doses to about 46.1 µM), for inactives: at the highest dose activity, negative = active; 390,000 tested, 0.2% active; AID 602313; note: potency is the fitted concentration of half-maximal effect; % of control where 0% means no effect; nearly all actives have a fitted effect of over 65% in size
#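 Fluorescence increase (Ex 488/Em 500-530) after overnight compound treatment at 37 deg C flags inhibition of Vif-driven A3F-eYFP loss in stable HeLa A3F-eYFP/Vif cells seeded overnight beforehand.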
# Vif-A3G inh: Vif-A3G binding inhibition | Q9HC16 | HeLa A3G-eYFP + Vif (tagged APOBEC3G with the HIV-1 protein that degrades it), YFP fluorescence, overnight | Potency, µM (highest dose often 46.1 µM), inactives show top-dose activity, negative = active, most hits filed as inhibitors | 410,000 tested, 0.076% active | AID 602310;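 note: potency is the fitted concentration of half-maximal effect; % is set by controls: 0 for no effect and ±100 for the full control effect; nearly all actives have a fitted effect of over 60% in size; hits raise eYFP signal because A3G escapes Vif-driven loss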
# Target sequence (Q9HC16 whole entry, looked up): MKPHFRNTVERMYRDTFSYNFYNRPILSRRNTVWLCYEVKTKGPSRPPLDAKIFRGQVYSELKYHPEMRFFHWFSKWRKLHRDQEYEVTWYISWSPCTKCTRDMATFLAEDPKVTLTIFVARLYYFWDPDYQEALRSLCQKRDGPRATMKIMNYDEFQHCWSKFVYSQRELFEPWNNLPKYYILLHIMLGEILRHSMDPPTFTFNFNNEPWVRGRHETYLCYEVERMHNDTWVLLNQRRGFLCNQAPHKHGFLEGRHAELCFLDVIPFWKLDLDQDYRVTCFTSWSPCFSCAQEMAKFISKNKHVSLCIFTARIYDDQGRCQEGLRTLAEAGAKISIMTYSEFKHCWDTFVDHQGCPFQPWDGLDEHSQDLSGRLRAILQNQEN
#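 HeLa cells stably expressing Vif and C-terminally eYFP-tagged A3G, seeded overnight at 37 deg C, then exposed to compound by pintool overnight at 37 deg C. Rise in yellow fluorescence (Ex 488/Em 500-530, Acumen) marks blocked Vif-driven A3G degradation.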
# D2 potentiator: positively modulates the human D2 dopamine receptor allosterically; P14416; HEK293 T-REx D2, calcium flux, EC20 dopamine potentiation; potentiation, % at 10 µM; 340,000 tested, 0.34% active;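 active = potentiation over 3 SD above the plate norm, cut at about 30% in these data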; note: 0% is about no effect
# Target sequence (P14416 whole entry, looked up): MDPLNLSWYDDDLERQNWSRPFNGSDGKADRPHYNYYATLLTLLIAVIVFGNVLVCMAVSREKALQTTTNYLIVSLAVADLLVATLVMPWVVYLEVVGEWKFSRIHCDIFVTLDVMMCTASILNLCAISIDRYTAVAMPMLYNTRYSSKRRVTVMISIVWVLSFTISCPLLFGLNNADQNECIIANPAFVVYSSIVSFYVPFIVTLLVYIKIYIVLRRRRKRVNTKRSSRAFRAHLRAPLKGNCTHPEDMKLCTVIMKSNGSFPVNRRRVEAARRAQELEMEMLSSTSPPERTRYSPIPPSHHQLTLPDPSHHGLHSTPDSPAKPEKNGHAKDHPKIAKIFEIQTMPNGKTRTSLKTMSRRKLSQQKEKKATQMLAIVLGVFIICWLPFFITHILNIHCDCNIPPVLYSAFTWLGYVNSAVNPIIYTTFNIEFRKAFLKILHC
#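 Calcium flux readout, no-wash dye, 1 read/s. Inducible HEK293 Trex D2 line, overnight 30 C. Compound alone 180 s (agonist flags), then EC20 dopamine, another 180 s to score potentiation.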
# D1 PAM: enhances dopamine response at the human D1 receptor | HEK293 TREx D1 cells, calcium flux, dopamine EC20 potentiation | 360,000 tested, 0.036% active | P21728 | AID 504651 | potentiation, % at 10 µM; in the data active = potentiation above about 30%; note: 0% is about no effect
# RXFP1 ag: RXFP1 (human) receptor agonism; Q9HBX9; HEK293T-RXFP1 cAMP TR-FRET, 30 min; response scale: percent of porcine relaxin response, buffer zero; Potency, µM (series often up to 57.5 µM), for inactives: at the top dose activation, usual class: activators; 370,000 tested, 0.3% active; AID 2676; note: potency is the fitted concentration of half-maximal effect; % is set by controls: 0 for no effect and ±100 for the full control effect; nearly all actives have a fitted effect of over 60% in size; many of its hits are not listed in these tables
#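 HEK293T cells stably expressing RXFP1 were pretreated with the PDE4 inhibitor Ro 20174, exposed to compounds for 30 min at 37C, lysed, and cAMP was read by TR-FRET. Data normalized to buffer (basal) and 29 nM porcine relaxin (100%).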
# Numbers without * were called inactive; ? = inconclusive; . = not tested or not shown. Unless noted, calls come from the whole dose curve; as a rule, active = well fitted curve in the direction sought with a large enough effect; inconclusive = small, poorly fitted or top-dose-only effect, or another doubt; inactive = no such curve, though single readings can be large; an effect the other way counts as inactive or inconclusive.
# Start of the listing, in advance (2 entries):
SMILES,GRP78 ERSR act,LDHA inh,D1 antagonist,D1 agonist,Vif-APOBEC3F blk,Vif-A3G inh,D2 potentiator,D1 PAM,RXFP1 ag
Cc1cc(=O)[nH]c2cc(O)ccc12,-4%,-2,-5,3,-10%,1%,7,-1,5.7%
CC(=O)Nc1ccc(NS(=O)(=O)C(F)(F)F)cc1,0%,3,-20,3,1%,0%,-6,-3,3.2%

# This part in full, repeating the preview:
SMILES,GRP78 ERSR act,LDHA inh,D1 antagonist,D1 agonist,Vif-APOBEC3F blk,Vif-A3G inh,D2 potentiator,D1 PAM,RXFP1 ag
Cc1cc(=O)[nH]c2cc(O)ccc12,-4%,-2,-5,3,-10%,1%,7,-1,5.7%
CC(=O)Nc1ccc(NS(=O)(=O)C(F)(F)F)cc1,0%,3,-20,3,1%,0%,-6,-3,3.2%
COc1cc(-c2nc(-c3cccnc3)no2)cc(OC)c1OC,-4%,-5,9,1,9%,0%,4,-3,1.5%
O=C(NCc1cccnc1)c1ccc(S(=O)(=O)N2CCOCC2)cc1,-1%,-4,4,1,0%,1%,6,-6,0.3%
COc1ccccc1C(CCNS(=O)(=O)c1ccc(C)cc1)c1ccco1 (configuration not stated),-4%,-11,21,42*,1%,1%,13,-4,-0.4%
Cc1ccccc1NC(=O)CN1CCN(C)CC1,-5%,-17,16,10,-1%,1%,-8,0,3.6%
O=C(NNc1cccc(Cl)n1)Nc1ccc(Cl)cc1,-3%,2,6,0,5%,1%,4,-3,-0.1%
CN(c1ccc(C(=O)Nc2ccc3c(c2)n(C)c(=O)n3C)cc1)S(C)(=O)=O,3%,-2,-14,4,12%,1%,-9,12,0.6%
O=c1cc(CSc2ncn[nH]2)[nH]c2ccc(F)cc12,6%,0,10,6,1%,2%,10,0,4.0%
C[C@@H]1CN([C@H](C)CO)C(=O)c2cc(NC(=O)c3ccncc3)ccc2O[C@@H]1CN(C)C(=O)Nc1ccccc1,-4%,-5,.,.,0%,2%,.,.,.
COc1ccc(Cn2c(/C=C/c3ccccc3)nc3ccccc32)cc1,10%,0,3,12,-5%,0%,-3,-3,0.5%
O=c1[nH]ncc(N/N=C\c2ccncc2)c1Cl,-4%,-1,-12,-1,1%,-5%,2,1,3.6%
O=C(Nc1ccc2c(c1)OCO2)c1noc2c1CCCCC2,1%,4,6,0,3%,1%,.,-1,2.0%
O=C(NCc1ccco1)c1ccc(S(=O)(=O)N2CCCCCC2)cc1,-6%,-3,7,-1,-3%,-5%,-5,-1,2.6%
COCCCNC(=O)C(=O)NCC(c1ccc2c(c1)OCO2)N1CCOCC1 (configuration not stated),-3%,-11,14,1,-7%,2%,15,2,-0.3%
COc1ccc(NC(=O)c2oc3ccccc3c2NC(=O)c2cc(=O)c3c(C)cc(C)cc3o2)cc1,-3%,-1,-5,2,-6%,-2%,.,0,1.0%
COc1ccc(C(=O)NCC(=O)OCCCOC(=O)CNC(=O)c2ccc(OC)c(OC)c2)cc1OC,-2%,-9,3,7,6%,1%,.,15,2.8%
CC1=CC(C)(C)N2C(=O)C3(SCC(=O)N3c3ccc(F)cc3)c3cc(C)cc1c32 (configuration not stated),5%,-3,24,24,2%,0%,6,1,3.4%
CCOc1[nH]n(-c2ccccc2)c(=O)c1C=Nc1ccc(OC)cc1,2%,5,-3,3,-1%,0%,-4,6,5.4%
Cn1nc(C(=O)NNC(=O)Cc2ccc(S(=O)(=O)N3CCOCC3)s2)c2ccccc2c1=O,-4%,0,.,.,-11%,2%,.,.,.
Cn1c(=O)c2c(nc(OCc3cccnc3)n2Cc2ccccc2)n(C)c1=O,-2%,-1,12,-4,4%,-9%,-6,-5,3.4%
Cc1ccc(S(=O)(=O)c2nnn3c2nc(N2CCN(c4ccccn4)CC2)c2ccccc23)cc1C,-2%,-1,-1,2,-6%,1%,-1,0,7.1%
COc1ccc(Cn2nnnc2C(c2ccccc2Cl)N2CCC(C(N)=O)CC2)cc1 (configuration not stated),-3%,1,45,1,-5%,1%,-5,-2,-0.4%
Cc1cccc(N2CC(C(=O)Nc3nnc(SCCN4CCOCC4)s3)CC2=O)c1 (configuration not stated),1%,-3,-12,0,7%,-7%,.,5,-1.6%
C[C@H]1CN([C@@H](C)CO)C(=O)Cc2cc(NC(=O)Cc3ccccc3)ccc2O[C@H]1CN(C)C(=O)Nc1cccc2ccccc12,-3%,12,.,.,-5%,-7%,.,.,.
COc1cc(CN2CCCC(C(=O)c3ccc4c5c(cccc35)CC4)C2)cc(OC)c1O (configuration not stated),-2%,16,-1,5,-8%,2%,-5,-4,-0.6%
C/C(=N\NC(=O)CN1CCN(S(=O)(=O)c2ccc(C)cc2)CC1)c1cccnc1,-2%,-4,11,1,0%,0%,11,-4,-0.1%
CC(C)(C)CC(=O)Nc1nnc(C(F)(F)F)s1,0%,-5,-1,1,-2%,1%,-8,2,-0.5%
O=C(Nc1ccccc1C(=O)N1CCOCC1)c1ccncc1,0%,2,8,1,0%,0%,-4,-7,-0.2%
Cc1cc(NC(=O)CSCC(=O)Nc2ccc(C)c(C)c2)no1,0%,-11,13,5,1%,-4%,0,.,-0.4%
Cc1cc(=O)[nH]c(SCc2cccc3ccccc23)n1,-4%,-2,5,0,18%,1%,-8,-4,-1.3%
CCOC(=O)Cn1c(=O)n(C2CCCCC2)c2nc(-c3ccc(C(C)C)cc3)nc(C(N)=O)c21,-2%,-2,-51*,0,8%,-1%,4,0,-0.2%
COc1cc(N(C)C)ccc1C=c1c2ccccc2n2c1cc(-c1ccccc1)[n+]2C,-12%,31,.,.,?,7%,.,.,.
Cc1nnc(SCc2ccc(C(=O)c3ccc(Cl)cc3)o2)n1-c1ccccc1,-1%,-3,-12,6,-11%,1%,-1,-9,0.0%
Cn1c(=O)[nH]c(=O)c2c1nc(NCc1ccccc1)n2CC(O)c1ccccc1 (configuration not stated),-5%,-4,8,0,-13%,-4%,0,-6,-2.5%
CS(=O)(=O)Nc1ccc(C(=O)CC(=O)Nc2ccc([N+](=O)[O-])cc2)cc1,-2%,-5,1,2,1%,-4%,-5,0,0.4%
OC(c1ccc(Cl)cc1)c1nccc2ccccc12 (configuration not stated),0%,-6,-4,2,7%,2%,-4,-3,0.7%
COCCCN1C(=O)c2ccc(C(=O)Nc3ccc(OC)cc3OC)cc2C1=O,-5%,5,27,3,-14%,1%,.,-8,0.6%
COc1ccc(NC(=O)c2cccc(N3C(=O)C4C5C=CC(C6CC56)C4C3=O)c2)cc1 (configuration not stated),-4%,-10,-18,9,-2%,1%,-6,-2,-4.2%
Cc1cc(C(=O)Nc2ccccc2C(=O)O)ccc1NC(=O)COc1ccccc1Cl,-3%,-1,-2,0,-16%,0%,13,-1,2.4%
COc1ccc(-c2cc(C(=O)Nc3cc(S(N)(=O)=O)ccc3C)c3ccccc3n2)cc1OC,-2%,-5,.,.,5%,-7%,.,.,.
Cc1nc([N+](=O)[O-])cn1Cc1cccc([N+](=O)[O-])c1,-2%,-5,-31*,3,9%,0%,-4,-6,1.9%
CCOC(=O)c1ccc(NC(=O)CSc2cc(=O)n(CC)c3ccccc23)cc1,-3%,-2,-11,6,-2%,5%,.,2,29%
CCOc1ccc(S(=O)(=O)Nc2cccc(C(=O)NCC(C)(C)N3CCOCC3)c2)cc1,2%,-18,9,0,0%,0%,-15,-11,0.3%
CCCCOc1ccc(C(=O)OCC(=O)N2CCCCCC2)cc1,1%,-3,.,.,14%,0%,.,.,.
CCCNC(=O)CS(=O)Cc1nc(-c2cccc(OC)c2)oc1C (configuration not stated),-4%,-2,10,1,6%,2%,6,-1,2.2%
COc1ccc(NC(=O)C(OC(=O)CNC(=O)c2ccccc2)c2ccccc2)c(C)c1 (configuration not stated),.,-8,-48*,2,.,.,.,4,.
CCN(c1ccccc1)S(=O)(=O)c1ccc(C(=O)N2CCCC(C(F)(F)F)C2)cc1 (configuration not stated),0%,-4,13,3,-1%,0%,1,-2,-0.8%
COc1ccccc1NC(=S)NCCc1ccc(OC)c(OC)c1,-1%,-3,7,3,-5%,3%,4,0,4.4%
C#CCOCC1CNC(=S)O1 (configuration not stated),-1%,-5,.,.,2%,0%,.,.,.
COC(=O)c1ccccc1NC(=O)Nc1ccc(Cl)cn1,5%,0,-8,4,-3%,-7%,8,-9,0.1%
C=CCn1cccc(C(=O)Nc2ccc(Cl)cc2)c1=O,4%,0,-16,5,9%,1%,18,-5,0.8%
O=C(O)c1cccc(S(=O)(=O)Nc2cccc(S(=O)(=O)N3CCCCCC3)c2)c1,-4%,3,3,0,-6%,0%,.,3,1.5%
COC(=O)CSc1nnc(-c2cnccn2)n1C,-3%,-4,3,1,-1%,2%,7,0,-2.8%
CCCCN(CC)C(=O)Cn1nc(Cc2ccncc2)c2ccccc2c1=O,0%,-1,-3,0,2%,1%,-2,4,0.0%
Nc1cc(=O)nc2cn[nH]n12,-4%,-4,.,.,-3%,2%,.,.,.
O=C(Nc1ccccc1C(=O)Nc1ccccn1)c1cccc([N+](=O)[O-])c1,-1%,-12,9,1,8%,-1%,.,-1,0.7%
Cc1cc(C)cc(NC(=O)CN2CCC(C(=O)c3ccccc3)CC2)c1,-2%,-2,-13,0,2%,2%,-23,-5,-4.3%
CCN(CC)S(=O)(=O)c1ccc(N2CCOCC2)c(NS(=O)(=O)c2ccc(OC)cc2)c1,-4%,-3,2,3,6%,2%,16,4,0.0%
Cc1ccc(N2CC(C(=O)OCc3nc(N)nc(Nc4ccccc4C)n3)CC2=O)cc1 (configuration not stated),-5%,1,-29,3,-4%,0%,-7,-4,-1.4%
CC(C)=Cc1c(O)nc2ccccn2c1=O,0%,-9,-21,3,13%,0%,10,-8,4.5%

# Some of the compounds tested, so the mix of outcomes need not match the whole.
